Assay outcomes from PubChem BioAssay.
MPTP inh = blocks calcium-induced mitochondrial swelling; inhibition, % at 10 µM; isolated mouse mitochondria, Ca2+ swelling absorbance, 30 min; 1.4% of 360,000 active;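 active = inhibition of 50% or more, scaled per plate between neutral and stimulator controls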;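 also: 0% = DMSO wells given calcium and 100% = 1 mM EGTA wells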
hIAP block = blocks human intestinal alkaline phosphatase | AID 2544 | P09923 | inhibition, % at 10 µM | 0.12% of 330,000 active | purified IAP, CDP-Star luminescence, 30 min;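 active = inhibition reaching a set limit with compound at 10 µM in the primary screen, cut at about 35% in these data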;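 also: plate controls were DMSO wells with enzyme for no effect and no-enzyme buffer wells for full effect; values of inactives mirror those of a sister screen read the other way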
NR3A LBD binder = NR3A (human) ligand-binding domain modulation; NR3A LBD differential scanning fluorimetry, Tm shift; 0% = protein alone, 100% = glycine-bound protein; 2.5% of 340,000 active; Tm shift relative to glycine control, % at 25 µM;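 active = melting temperature shift of at least 10% of the positive control shift, at one fixed dose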
MIN6 prolif = inducers of beta-cell replication in MIN6 cells. MIN6 cells proliferation, ATPlite luminescence, 48 h; cells starved in 0.2% serum; 100% = growth in 10% serum. proliferation, % at 10 µM. 0.29% of 330,000 active;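 active = compounds whose signal lies at least 3.5 SD above the mean of all wells on their plate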;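 also: 0% = DMSO-treated cells in low-serum medium and 100% = 10% serum control; some compounds called inactive have numbers as strong as hits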
APOBEC3A inh = inhibitors of human APOBEC3A DNA deaminase | recombinant A3A, FAM/TAMRA ssDNA deamination fluorescence | inhibition, % at 20 µM | 0.41% of 330,000 active | AID 493011;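 active = at least 40% inhibition at 20 µM here, with at most 30% in a related deaminase screen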;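 also: plate controls were A3A with DMSO for no effect and wells lacking A3A enzyme for full effect; some results filed as inactive read as strong as hits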
Target sequence (P31941 whole entry, looked up): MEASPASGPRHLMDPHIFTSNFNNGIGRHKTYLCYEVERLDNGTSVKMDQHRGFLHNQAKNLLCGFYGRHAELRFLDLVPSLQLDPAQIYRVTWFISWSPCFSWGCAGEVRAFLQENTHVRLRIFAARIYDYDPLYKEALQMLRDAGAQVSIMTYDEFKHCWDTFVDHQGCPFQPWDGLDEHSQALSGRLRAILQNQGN
hIAP act = human IAP activation; P09923; activation factor at 10 µM; 0.16% of 330,000 active; purified human IAP, CDP-Star luminescence, 30 min; active compounds read high; 1 = vehicle-only enzyme, 0 = enzyme-free background;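 active = activation factor of the enzyme at least 2-fold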; also: the source names both 10 and 20 µM as test concentration; values of inactives mirror those of a sister screen read the other way
mIAP act = mouse IAP activation; muIAP, CDP-Star luminescence, 30 min; active compounds read high; 1 = vehicle-only enzyme signal, 0 = enzyme-free wells; activation factor at 10 µM; 0.24% of 330,000 active;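 active = activation factor of at least 2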; also: the source names both 10 and 20 µM as test concentration; values of inactives mirror those of a sister screen read the other way
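System: Mouse IAP enzyme | Also added: CDP-Star substrate | Dosing: Compounds dispensed in DMSO | Schedule: 30 min enzyme-substrate-compound incubation at room temperature | Technique: Chemiluminescence readout | Control set: DMSO-only wells and no-enzyme negative control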
APOBEC3G inh = APOBEC3G (human) deaminase inhibition. recombinant A3G, ssDNA deamination FAM/TAMRA fluorescence. 0.28% of 330,000 active. AID 493012. inhibition, % at 20 µM;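 active = inhibition of at least 40% at 20 µM, with no more than 30% in the related APOBEC3A deaminase screen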;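 also: plate controls were DMSO wells with A3G for no effect and wells lacking A3G enzyme for full effect; some compounds called inactive have numbers as strong as hits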
Target sequence (Q9HC16 whole entry, looked up): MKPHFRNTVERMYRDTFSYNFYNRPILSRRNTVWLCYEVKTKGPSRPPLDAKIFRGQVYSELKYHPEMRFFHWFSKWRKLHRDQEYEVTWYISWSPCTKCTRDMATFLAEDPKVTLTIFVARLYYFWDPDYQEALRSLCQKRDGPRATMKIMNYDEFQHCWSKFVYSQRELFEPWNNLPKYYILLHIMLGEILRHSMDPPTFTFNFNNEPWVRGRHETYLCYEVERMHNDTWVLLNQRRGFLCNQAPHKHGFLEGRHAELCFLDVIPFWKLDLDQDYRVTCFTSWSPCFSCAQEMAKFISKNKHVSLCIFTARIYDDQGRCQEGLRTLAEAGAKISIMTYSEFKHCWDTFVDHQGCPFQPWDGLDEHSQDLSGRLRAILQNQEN
mIAP block = blocks mouse intestinal alkaline phosphatase; purified mouse IAP, CDP-Star luminescence, 30 min; inhibition, % at 10 µM; 0.2% of 330,000 active;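 active = inhibition of at least 40% at 10 µM in the primary screen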;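 also: plate controls were DMSO with enzyme for no effect and no enzyme wells for full effect; values of inactives mirror those of a sister screen read the other way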
Numbers without * were called inactive.

Results for CC1CCc2sc3c(c2C1)c(=O)n(CC(=O)O)c(=O)n3Cc1ccc(Cl)cc1 (stereo unspecified) ?
MPTP inh: 0.6; hIAP block: -12; NR3A LBD binder: 0; MIN6 prolif: -6; APOBEC3A inh: 0; hIAP act: 1.1; mIAP act: 0.94; APOBEC3G inh: -3; mIAP block: 6

Results for Cc1cccc(N2CCN(C(=O)c3cc(S(=O)(=O)N4CCOCC4)cn3C)CC2C)c1 (stereo unspecified) ?
MPTP inh: 1.6; hIAP block: -7; NR3A LBD binder: 1; MIN6 prolif: -4; APOBEC3A inh: -2; hIAP act: 1.1; mIAP act: 0.99; APOBEC3G inh: 0; mIAP block: 1

What do the screens show for `O=C(COc1ccc(Br)cc1)N1CCCCCC1`?
MPTP inh: -0.1; hIAP block: 1; NR3A LBD binder: -18; MIN6 prolif: -2; APOBEC3A inh: -4; hIAP act: 0.99; mIAP act: 1.1; APOBEC3G inh: -6; mIAP block: -13

What do the screens show for `CS(=O)(=O)Nc1ccc2c(c1)nc1n2CCOC1`?
MPTP inh: -1.9; hIAP block: 5; NR3A LBD binder: -1; MIN6 prolif: 1; APOBEC3A inh: -2; hIAP act: 0.95; mIAP act: 1; APOBEC3G inh: -1; mIAP block: 0

How did Cc1ncn(-c2ccc(C(=O)Oc3ccccc3)cn2)n1 do in these assays?
MPTP inh: 0.6; hIAP block: -58; NR3A LBD binder: -4; MIN6 prolif: -6; APOBEC3A inh: 1; hIAP act: 1.6; mIAP act: 1; APOBEC3G inh: -3; mIAP block: 0

Results for CCOc1ccccc1OCCCOc1ccc([N+](=O)[O-])cc1Cl ?
MPTP inh: -2.3; hIAP block: -11; NR3A LBD binder: 0; MIN6 prolif: -4; APOBEC3A inh: -4; hIAP act: 1.1; mIAP act: 0.92; APOBEC3G inh: -2; mIAP block: 8

How did CC(=O)Nc1ccc(S(=O)(=O)N2CCN(CC(=O)NC3CCCC3)CC2)cc1 do in these assays?
MPTP inh: 4.0; hIAP block: 4; NR3A LBD binder: 2; MIN6 prolif: 0; APOBEC3A inh: -2; hIAP act: 0.96; mIAP act: 0.97; APOBEC3G inh: -3; mIAP block: 2

Results for CC(=O)Nc1ccc(C(=O)N2CCN(S(=O)(=O)c3ccc4c(c3)OCCCO4)CC2)cc1 ?
MPTP inh: 0.2; hIAP block: 14; NR3A LBD binder: 2; MIN6 prolif: 3; APOBEC3A inh: -1; hIAP act: 0.86; mIAP act: 1; APOBEC3G inh: -7; mIAP block: -3

What do the screens show for `CC1(C)CNC(=O)C=C(c2ccccc2)C1`?
MPTP inh: -0.2; hIAP block: 6; NR3A LBD binder: 2; MIN6 prolif: -3; APOBEC3A inh: -4; hIAP act: 0.94; mIAP act: 0.97; APOBEC3G inh: -8; mIAP block: 3

How did COc1cc(C(=O)NNC2=CC(=O)CC(C)(C)C2)cc(OC)c1OC do in these assays?
MPTP inh: 0.5; hIAP block: 2; NR3A LBD binder: -2; MIN6 prolif: 1; APOBEC3A inh: -4; hIAP act: 0.98; mIAP act: 0.95; APOBEC3G inh: -4; mIAP block: 5

What do the screens show for `COc1ccc(S(=O)(=O)Oc2ccc3c(c2)O/C(=C\c2cccnc2)C3=O)cc1`?
MPTP inh: -1.2; hIAP block: -16; NR3A LBD binder: -7; MIN6 prolif: -7; APOBEC3A inh: 0; hIAP act: 1.2; mIAP act: 0.84; APOBEC3G inh: 4; mIAP block: 16

What do the screens show for `COc1ccc(NC(=O)c2cc(SC)ccc2Cl)cc1`?
MPTP inh: 1.1; hIAP block: -8; NR3A LBD binder: 1; MIN6 prolif: -1; APOBEC3A inh: 0; hIAP act: 1.1; mIAP act: 0.87; APOBEC3G inh: -1; mIAP block: 13

Results for Oc1c(Cl)cc(CN2CCCCC2)c2cccnc12 ?
MPTP inh: -14; hIAP block: -26; MIN6 prolif: -5; APOBEC3A inh: -5; hIAP act: 1.3; mIAP act: 0.95; APOBEC3G inh: 3; mIAP block: 5

What do the screens show for `CCOC(=O)N1CCC(NC(=O)CN2C(=O)CCSc3ccccc32)CC1`?
MPTP inh: -1.5; hIAP block: 1; NR3A LBD binder: -3; MIN6 prolif: 2; APOBEC3A inh: -3; hIAP act: 0.99; mIAP act: 0.99; APOBEC3G inh: -5; mIAP block: 1

What do the screens show for `O=C(NC1CCCCC1)c1ccc(CNc2nc(=S)[nH]c3ccccc23)cc1`?
MPTP inh: -0.5; hIAP block: 0; NR3A LBD binder: 2; MIN6 prolif: -3; APOBEC3A inh: 6; hIAP act: 1; mIAP act: 0.91; APOBEC3G inh: -3; mIAP block: 9

How did Brc1ccc(C2=Nn3c(nnc3-c3cccnc3)SC2)s1 do in these assays?
MPTP inh: 1.1; hIAP block: 7; NR3A LBD binder: 0; MIN6 prolif: -2; APOBEC3A inh: 1; hIAP act: 0.93; mIAP act: 1; APOBEC3G inh: -1; mIAP block: 0

What do the screens show for `CN(C(=O)COC(=O)CNC(=O)CNC(=O)c1ccc(Cl)cc1Cl)c1ccccc1`?
MPTP inh: -1.8; hIAP block: 4; NR3A LBD binder: 0; MIN6 prolif: -2; APOBEC3A inh: -2; hIAP act: 0.96; mIAP act: 0.97; APOBEC3G inh: -7; mIAP block: 3

What do the screens show for `NNC(=O)c1ccc(N2CCc3ccccc32)c([N+](=O)[O-])c1`?
MPTP inh: -0.8; hIAP block: 17; NR3A LBD binder: 2; MIN6 prolif: 1; APOBEC3A inh: 11; hIAP act: 0.83; mIAP act: 0.9; APOBEC3G inh: 4; mIAP block: 10

What do the screens show for `COc1ccc(N2CCCn3c2nc2c3c(=O)n(Cc3ccccc3)c(=O)n2C)c(OC)c1`?
MPTP inh: -1.1; hIAP block: -8; NR3A LBD binder: -1; MIN6 prolif: 1; APOBEC3A inh: 2; hIAP act: 1.1; mIAP act: 1.1; APOBEC3G inh: -10; mIAP block: -12

What do the screens show for `CCOC(=O)C1C(C#N)=C(N)OC(C)=C1c1ccncc1` (stereo unspecified)?
MPTP inh: 0.5; hIAP block: -6; NR3A LBD binder: 3; MIN6 prolif: -1; APOBEC3A inh: 1; hIAP act: 1.1; mIAP act: 1.1; APOBEC3G inh: 3; mIAP block: -6

Results for CCOC(=O)C1CCCN(S(=O)(=O)Cc2ccccc2Cl)C1 (stereo unspecified) ?
MPTP inh: -1.8; hIAP block: -6; NR3A LBD binder: -1; MIN6 prolif: -1; APOBEC3A inh: -4; hIAP act: 1.1; mIAP act: 0.95; APOBEC3G inh: -8; mIAP block: 5

What do the screens show for `O=P(O)(O)c1ccccc1OCCCCCOc1ccccc1P(=O)(O)O`?
MPTP inh: -0.4; hIAP block: 14; NR3A LBD binder: -20; MIN6 prolif: -3; APOBEC3A inh: 12; hIAP act: 0.86; mIAP act: 0.85; APOBEC3G inh: -3; mIAP block: 15

What do the screens show for `N#CCN1CCN(CC(=O)Nc2ccc(OCc3ccccc3)cc2)CC1`?
MPTP inh: 1.0; hIAP block: -4; NR3A LBD binder: -1; MIN6 prolif: -2; APOBEC3A inh: -2; hIAP act: 1; mIAP act: 0.91; APOBEC3G inh: -4; mIAP block: 9

How did COc1ccc(Cc2nnc(NS(=O)(=O)c3ccc(NC(C)=O)cc3)s2)cc1 do in these assays?
MPTP inh: -1.9; hIAP block: 8; NR3A LBD binder: 2; MIN6 prolif: 1; APOBEC3A inh: -3; hIAP act: 0.92; mIAP act: 1; APOBEC3G inh: -6; mIAP block: -4

How did CCCCc1ccc(NC(=O)CSc2nc(=O)n(CCN(C)C)c3c2CCC3)cc1 do in these assays?
MPTP inh: 31; hIAP block: 8; NR3A LBD binder: 3; MIN6 prolif: -6; APOBEC3A inh: -1; hIAP act: 0.92; mIAP act: 1; APOBEC3G inh: -8; mIAP block: -1

Results for Cc1cc2c(cc1C)N(Cc1ccccc1)C1=NCCCN12 ?
MPTP inh: 5.1; hIAP block: -17; NR3A LBD binder: 0; MIN6 prolif: -6; APOBEC3A inh: -1; hIAP act: 1.2; mIAP act: 1; APOBEC3G inh: -3; mIAP block: -4

Results for O=C(Cc1cccc2ccccc12)Nc1ccccc1 ?
MPTP inh: 0.6; hIAP block: 0; NR3A LBD binder: 2; MIN6 prolif: -1; APOBEC3A inh: 3; hIAP act: 1; mIAP act: 1.2; APOBEC3G inh: -8; mIAP block: -21

How did O=C(NCc1ccccn1)C(=O)Nc1nc(-c2ccccc2)cs1 do in these assays?
MPTP inh: 0.1; hIAP block: -116; NR3A LBD binder: 0; MIN6 prolif: 1; APOBEC3A inh: -2; hIAP act: 2.2*; mIAP act: 1; APOBEC3G inh: -5; mIAP block: -5

How did CCOC(=O)C1=C(C)OC(N)=C(C#N)C1c1cc2c(cc1[N+](=O)[O-])OCO2 (stereo unspecified) do in these assays?
MPTP inh: 1.0; hIAP block: -1; NR3A LBD binder: -3; MIN6 prolif: -3; APOBEC3A inh: 1; hIAP act: 1; mIAP act: 0.82; APOBEC3G inh: -3; mIAP block: 18

Results for NC1=NC[C@H](Cc2ccccc2)N1CC1CCCCC1 ?
MPTP inh: 0.0; hIAP block: 15; NR3A LBD binder: 4; MIN6 prolif: -2; APOBEC3A inh: 2; hIAP act: 0.85; mIAP act: 1; APOBEC3G inh: -2; mIAP block: -4

What do the screens show for `COc1ccc([C@H]2CC(=O)C=C(c3cccc(C(C)C)c3)C2)cc1`?
MPTP inh: 8.9; hIAP block: -4; NR3A LBD binder: -1; MIN6 prolif: -7; APOBEC3A inh: 2; hIAP act: 1; mIAP act: 0.9; APOBEC3G inh: -3; mIAP block: 10

Results for Cc1cc(C)nc(NC(=O)C(c2ccccc2)c2ccccc2)c1 ?
MPTP inh: 0.1; hIAP block: 9; NR3A LBD binder: 3; MIN6 prolif: -4; APOBEC3A inh: 0; hIAP act: 0.91; mIAP act: 1; APOBEC3G inh: -6; mIAP block: -1

What do the screens show for `Nn1c(SCC(=O)Nc2ccccc2)nnc(Cc2ccccc2)c1=O`?
MPTP inh: 5.8; hIAP block: -15; NR3A LBD binder: -2; MIN6 prolif: -3; APOBEC3A inh: -2; hIAP act: 1.1; mIAP act: 0.98; APOBEC3G inh: -8; mIAP block: 2

Results for O=C(COC(=O)C1CCN(/C=C/C(=O)C(F)(F)F)CC1)Nc1cccc(F)c1 ?
MPTP inh: -1.1; hIAP block: 1; NR3A LBD binder: 1; MIN6 prolif: 0; APOBEC3A inh: 1; hIAP act: 0.99; mIAP act: 1; APOBEC3G inh: 10; mIAP block: -2

Results for CCN1C=C(Cc2ccc(F)cc2)C2=C(C1)C(c1ccc(F)cc1)C(C#N)=C(N)O2 (stereo unspecified) ?
MPTP inh: 0.7; hIAP block: -7; NR3A LBD binder: -15; MIN6 prolif: -5; APOBEC3A inh: -3; hIAP act: 1.1; mIAP act: 0.91; APOBEC3G inh: -5; mIAP block: 9

How did Cn1c(=O)c2ccccc2n(Cc2ccccc2F)c1=O do in these assays?
MPTP inh: 4.3; hIAP block: -26; NR3A LBD binder: -20; MIN6 prolif: 1; APOBEC3A inh: -2; hIAP act: 1.3; mIAP act: 0.99; APOBEC3G inh: -7; mIAP block: 1

Molecules listed so far that contain bromine (2):
What do the screens show for `O=C(COc1ccc(Br)cc1)N1CCCCCC1`?
MPTP inh: -0.1; hIAP block: 1; NR3A LBD binder: -18; MIN6 prolif: -2; APOBEC3A inh: -4; hIAP act: 0.99; mIAP act: 1.1; APOBEC3G inh: -6; mIAP block: -13

How did Brc1ccc(C2=Nn3c(nnc3-c3cccnc3)SC2)s1 do in these assays?
MPTP inh: 1.1; hIAP block: 7; NR3A LBD binder: 0; MIN6 prolif: -2; APOBEC3A inh: 1; hIAP act: 0.93; mIAP act: 1; APOBEC3G inh: -1; mIAP block: 0
